# High-throughput results deposited in PubChem by several laboratories.
# CRFBP-R2 agonist – agonists of CRF-BP/CRF-R2 complex, primary screen, cell-based, HEK293, calcium dye fluorescence, uHTS | CRF-binding protein / CRF receptor 2 complex (human) | calcium dye fluorescence (FLIPR); percent of saturating CRF peptide response | activation, % at 13.2 µM | 350,000 tested, 0.46% active;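 active = activation of at least 50%, plus an integration ratio under a set limit after plate pattern correction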;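 also: plate controls were neutral control wells without compound for no effect and CRF at EC100 for full effect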
# CRFR2-BP antag – antagonists of CRF-BP/CRF-R2 complex, primary screen, cell-based, HEK293, calcium dye fluorescence, uHTS. CRF-induced calcium fluorescence. inhibition, % at 11.8 µM. 350,000 tested, 0.59% active. AID 588475, 2011;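 active = inhibition of the ligand-induced calcium signal above about 50% at the single tested concentration, limit read from the data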
# MEKK2 mut-MEK5 – MEK5 binding signal on mutant MEKK2 PB1, primary screen, biochemical, multiplex bead flow cytometry, Alexa488-MEK5. Alexa488-MEK5 binding to MEKK2 mutant. percent response, % at 10 µM. 290,000 tested, 0.35% active; in the data active = percent response above about 24%, passing the limit was not always enough; also: inactives centre near 1; some results filed as inactive read as strong as hits
# FID counter – compounds displacing fluorescent DNA intercalator, primary screen, artefact control for HCV NS3 helicase inhibitor project, biochemical, FID fluorescence; DNA fluorescent intercalator displacement; inhibition, % at 7.9 µM; 290,000 tested, 0.17% active; in the data active = inhibition above about 37%;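 also: 0% = vehicle and 100% = reference compound; higher means more ethidium bromide displaced from hairpin DNA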
# HCV NS3 hel inh – inhibitors of HCV NS3 helicase, primary screen, biochemical, Cy5 molecular beacon fluorescence; Hepatitis C virus NS3 helicase; NS3 helicase DNA unwinding; inhibition, % at 10.9 µM; 290,000 tested, 0.56% active; AID 1800, 2009;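 active = inhibition above the mean of all tested compounds plus 3 SD, set per campaign, cut at about 35% in these data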;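 also: 0% = DMSO wells and 100% = thioflavine S control wells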
#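 assay system = NS3 helicase fragment of HCV | buffer or medium = MOPS pH 6.5, MgCl2, DTT, Tween20, BSA | timing = 60 min unwinding reaction at 25 °C after ATP addition | signal = Cy5 beacon fluorescence read at start and 1 h | read-out basis = % inhibition of unwinding | control set = low DMSO, high thioflavine S at 110 µM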
# UBC9 SUMO inh – inhibitors of in vitro SUMOylation cascade, primary screen, biochemical, HTRF, uHTS; 290,000 tested, 0.36% active; inhibition, % at 35 µM; HTRF SUMOylation assay, SAE1/SAE2 + UBC9; SUMO-conjugating enzyme UBC9 (Homo sapiens), P63279; in the data active = inhibition above about 50%, passing the limit was not always enough; also: strong numbers were not always called active
# Target sequence (P63279 whole entry, looked up): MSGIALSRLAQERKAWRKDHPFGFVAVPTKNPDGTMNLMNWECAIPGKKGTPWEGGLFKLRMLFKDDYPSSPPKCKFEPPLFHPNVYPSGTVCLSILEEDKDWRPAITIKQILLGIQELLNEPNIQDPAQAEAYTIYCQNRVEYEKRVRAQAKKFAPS
# MEKK2wt PB1 HTS – modulators of MEK5 binding to wildtype MEKK2, primary screen, biochemical, multiplex bead flow cytometry, Alexa488-MEK5; 290,000 tested, 1.1% active; Alexa488-MEK5 binding to MEKK2 WT; actives lie on both sides; Mitogen-activated protein kinase kinase kinase 2 (Homo sapiens), Q9Y2U5; AID 1531, 2009; binding response (% of control), % at 10 µM; in the data active = binding response below about 67% or above about 130%
# GalR3 antag – GalR3 antagonists in HEK293 cells, primary screen, cell-based, fluorescence readout; Galanin receptor type 3 (Homo sapiens), O60755; HEK293 GalR3-CNG cAMP membrane potential fluorescence; galR3 body fused to GalR1 C-terminus; inhibition, % at 3 µM; 360,000 tested, 0.44% active;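 active = inhibition above the screen-wide average plus 3 SD, cut at about 13% in these data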;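 also: forskolin and galanin both at EC90 stimulate the cells; cAMP rise reported by CNG channel membrane potential dye signal; 0% = forskolin plus galanin with DMSO and 100% = forskolin alone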
# Target sequence (O60755 1-299 limits assumed): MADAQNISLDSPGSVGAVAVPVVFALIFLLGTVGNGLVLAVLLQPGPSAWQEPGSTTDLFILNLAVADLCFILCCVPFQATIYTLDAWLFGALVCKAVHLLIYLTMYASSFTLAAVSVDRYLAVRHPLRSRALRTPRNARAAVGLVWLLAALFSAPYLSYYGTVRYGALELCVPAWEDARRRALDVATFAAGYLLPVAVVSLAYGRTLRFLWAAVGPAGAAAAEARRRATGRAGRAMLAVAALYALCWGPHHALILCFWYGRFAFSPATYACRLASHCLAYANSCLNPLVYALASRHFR
# MEKK3 PB1 HTS – modulators of MEKK3-MEK5 PB1 binding, primary screen, biochemical, wildtype MEKK3, multiplex bead flow cytometry, Alexa488-MEK5; Mitogen-activated protein kinase kinase kinase 3 (Homo sapiens), Q99759; bead-based flow cytometry, Alexa488-MEK5 binding to MEKK3; actives lie on both sides; 0 = blocked by unlabeled MEK5, 100 = vehicle; 290,000 tested, 1.4% active; AID 1529, 2009; binding response (% of control), % at 10 µM;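 active = binding response more than 3 SD above or below the average of its plate-row segment, actives on both sides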;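 also: Alexa488 bead fluorescence after subtracting the streptavidin-only scavenger bead signal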
# Target sequence (Q99759 whole entry, looked up): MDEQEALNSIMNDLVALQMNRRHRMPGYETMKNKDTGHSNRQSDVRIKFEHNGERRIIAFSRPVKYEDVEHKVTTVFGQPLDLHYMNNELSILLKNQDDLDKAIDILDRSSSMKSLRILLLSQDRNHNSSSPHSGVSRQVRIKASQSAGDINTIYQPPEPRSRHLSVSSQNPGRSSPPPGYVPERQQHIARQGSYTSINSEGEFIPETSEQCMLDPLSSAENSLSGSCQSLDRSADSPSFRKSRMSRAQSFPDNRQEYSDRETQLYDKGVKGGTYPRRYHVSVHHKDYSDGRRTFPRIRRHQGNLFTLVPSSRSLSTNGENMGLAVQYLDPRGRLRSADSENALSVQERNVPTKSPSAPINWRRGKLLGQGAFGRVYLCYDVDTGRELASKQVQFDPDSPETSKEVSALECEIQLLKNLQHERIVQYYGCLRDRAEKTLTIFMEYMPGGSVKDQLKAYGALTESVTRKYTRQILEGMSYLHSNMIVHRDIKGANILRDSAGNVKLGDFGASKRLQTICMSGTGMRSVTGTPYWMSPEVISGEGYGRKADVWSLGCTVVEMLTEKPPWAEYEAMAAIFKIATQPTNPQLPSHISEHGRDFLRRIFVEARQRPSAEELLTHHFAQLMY
# * marks the source's active call; other numbers are inactive results; . = not tested or not shown. Only part of the results is shown. The share of hits here may be higher or lower than overall.
SMILES,CRFBP-R2 agonist,CRFR2-BP antag,MEKK2 mut-MEK5,FID counter,HCV NS3 hel inh,UBC9 SUMO inh,MEKK2wt PB1 HTS,GalR3 antag,MEKK3 PB1 HTS
Cn1c(=O)c2c(nc(CN3CCc4ccccc4C3)n2Cc2ccc(Cl)cc2)n(C)c1=O,-2.0,-12,5,2,0,-1,109,-3,95
O=C(O)c1[nH]c2ccccc2c1-c1ccccc1,0.3,30,7,-8,9,13,114,-6,108
NC(=O)C1=C[C@@H](c2ccc(Br)cc2)C[C@@H](OCc2ccc(CO)cc2)O1,0.0,-2,-1,-31,-5,-1,103,-2,99
CC(=O)NC(Cc1ccccc1)C(=O)OCC(=O)c1ccc(F)cc1 (centres undefined),-0.5,27,-4,-10,3,15,93,-3,89
O=C(NCCO)c1cccc2c1-c1ccccc1C2=O,-0.8,11,-4,1,2,12,94,-3,87
CCc1cccc(OCCOCCN2CCCC2)c1,-0.7,-12,6,4,-2,12,118,-5,110
CCCN(CCC)Cc1c(C(=O)N/N=C/c2ccc(C)o2)nnn1-c1nonc1N,-1.1,-3,-3,-10,3,4,94,-9,98
CCNC(=O)C(=O)NCc1ccncc1,-1.8,-3,0,0,-4,16,99,-1,97
Cc1ccc(-c2noc(C3CCN(S(=O)(=O)c4ccc5c(c4)OCCO5)CC3)n2)o1,1.9,-22,-8,-7,4,14,89,-6,92
COc1ccc2cc(CN(CCO)C(=O)c3ccc(Br)cc3)c(=O)[nH]c2c1,-0.9,2,15,-25,1,22,107,4,103
NC(=O)/C=C\C(=O)Nc1cccc(C(F)(F)F)c1,1.7,-13,-2,-1,4,13,95,-9,92
CCOC(=O)N1CCC(n2c(=S)[nH]c3cc(OCC)c(OCC)cc3c2=O)CC1,-2.0,3,0,-7,-9,8,94,-8,95
COc1ccc(C2C(C(C)=O)=C(C)N=c3s/c(=C\c4ccco4)c(=O)n32)c(OC)c1 (centres undefined),0.9,-1,-12,-25,54*,19,62,-6,68
Cc1cccc(NC(=O)C2C3CCC4C(CCC32)C4(Cl)Cl)c1 (centres undefined),0.0,-6,-2,-9,0,-26,96,-9,96
O=C(NCc1nc2ccccc2[nH]1)c1ccc(S(=O)(=O)N2CCCC2)cc1,1.5,-18,-4,-9,-10,5,94,-4,99
CCCCOC(=O)CN1C(=O)c2ccc(C(=O)OCCCC)cc2C1=O,2.9,9,5,-10,3,-10,105,0,100
Cc1ccc(NC(=O)CSc2nnc(C)c(=O)n2N)cc1Cl,2.8,6,5,-1,-3,0,104,-5,102
COc1ccc(OC)c(CN2CCC(C(=O)N3CCN(c4ccccc4F)CC3)CC2)c1,-1.6,-9,1,6,3,-16,101,-10,101
COC1CCN(C(=O)CC2C(=O)NCCN2CC(C)(C)C)CC1 (centres undefined),1.5,7,-30,-8,0,21,66,5,66
CC(Oc1ccccc1)C(=O)Nc1c2c(nn1-c1ccccc1)CS(=O)C2 (centres undefined),-0.2,-2,1,-12,-4,4,96,-1,96
COc1ccc(C2C(=O)c3ccccc3C2=O)cc1OC,0.2,7,-10,-15,2,6,92,-4,104
O=C(NCc1ccco1)c1scc2c1OCCO2,-0.1,1,4,0,-1,14,105,-3,107
CCOC(=O)c1cn2nc(Oc3ccc(C(=O)OC)cc3)ccc2n1,-0.5,1,-15,-8,5,9,79,2,78
O=C(NC(O)C(=O)c1ccccc1)c1ccc(F)cc1 (centres undefined),-0.4,-5,4,-7,20,7,100,-7,99
CN(Cc1c(C(=O)N2CCCCCCC2)nc2ccc(Cl)cn12)C1CCOC1 (centres undefined),-1.0,2,3,-32,8,7,102,3,105
CCC(C)NC(=O)NC(=O)N(C1CCCCC1)S(C)(=O)=O (centres undefined),-0.9,2,4,1,-3,16,105,-2,108
Cn1nc([N+](=O)[O-])nc1Sc1nnc(-c2ccccc2)o1,0.8,10,3,2,-1,15,101,-4,100
Cc1ccc(N2C(=O)C3ON(c4ccccc4)C(c4ccncc4)C3C2=O)c(C)c1 (centres undefined),-0.2,15,2,-17,3,-11,100,1,101
CCOC(=O)C1CCN(CCCSc2ccccc2)CC1,0.3,5,5,2,-15,.,109,-9,106
S=C(Nc1cccc2ccccc12)NN1CCOCC1,-0.6,-39,7,-5,2,7,101,-5,103
O=C(Cc1nnc(NC(=O)Nc2ccccc2)s1)NCc1ccccc1,-0.5,3,20,4,7,4,117,-4,105
COc1ccc(NC(=O)N2CCOCC2)cc1,2.4,-1,5,0,0,5,109,-7,107
Nc1nonc1-n1nnc(C(=O)N/N=C/c2cccnc2)c1-c1ccccc1,-1.2,3,4,-18,4,-3,103,0,101
O=C(c1c(F)cccc1F)N1CCCC1,0.8,4,9,-2,-13,-4,106,0,108
O=C(Nc1nc2ccccc2s1)Nc1ccc(F)cc1F,0.5,-3,2,-2,-1,-8,102,-4,103
Cc1[nH]c2c(Cl)cccc2c(=O)c1CN1CCCC1,0.6,2,.,-2,-1,8,.,-2,.
COc1ccc(CNC(=O)C2CCN(S(=O)(=O)c3ccc4c(c3)N(C(C)=O)CCO4)CC2)cc1,-0.2,31,-3,-33,2,-2,99,3,101
Cc1ccc(/C=C/C(=O)O)cc1S(=O)(=O)NCCO,2.1,-1,10,2,-3,1,98,-4,98
O=C(CCS(=O)(=O)c1cc2c(cc1Cl)NC(=O)CO2)NCCc1ccccc1,0.4,-11,0,-8,-1,11,99,-9,98
O=C(N/N=C/c1ccccc1O)C1(O)c2ccccc2-c2ccccc21,-0.7,22,4,-4,4,-5,107,-4,127

# Compounds from the list above containing a furan ring, fused or not, in the order listed:
SMILES,CRFBP-R2 agonist,CRFR2-BP antag,MEKK2 mut-MEK5,FID counter,HCV NS3 hel inh,UBC9 SUMO inh,MEKK2wt PB1 HTS,GalR3 antag,MEKK3 PB1 HTS
CCCN(CCC)Cc1c(C(=O)N/N=C/c2ccc(C)o2)nnn1-c1nonc1N,-1.1,-3,-3,-10,3,4,94,-9,98
Cc1ccc(-c2noc(C3CCN(S(=O)(=O)c4ccc5c(c4)OCCO5)CC3)n2)o1,1.9,-22,-8,-7,4,14,89,-6,92
COc1ccc(C2C(C(C)=O)=C(C)N=c3s/c(=C\c4ccco4)c(=O)n32)c(OC)c1 (centres undefined),0.9,-1,-12,-25,54*,19,62,-6,68
O=C(NCc1ccco1)c1scc2c1OCCO2,-0.1,1,4,0,-1,14,105,-3,107

# Additional structures.
SMILES,CRFBP-R2 agonist,CRFR2-BP antag,MEKK2 mut-MEK5,FID counter,HCV NS3 hel inh,UBC9 SUMO inh,MEKK2wt PB1 HTS,GalR3 antag,MEKK3 PB1 HTS
O=C(/C(=C/O)N=Nc1ccccc1Cl)c1ccccc1,-1.9,12,-2,-9,16,6,98,-8,100
CCOC(=O)N1CCN(Cc2nc3ccc([N+](=O)[O-])cc3c(=O)n2-c2cccc(OC)c2)CC1,-0.5,0,2,-12,-1,3,105,-2,105
CC(C(=O)NCc1ccco1)n1cc(C(=O)c2ccco2)c2ccccc21 (centres undefined),-2.6,40,-2,-6,0,6,97,-5,98
O=S1(=O)CCO[C@H]2Cc3ccccc3[C@H]2N1Cc1cccc(F)c1,-1.8,-2,-4,-21,13,0,103,3,99
Cn1c(N)c(C(=O)COC(=O)C2=COCCO2)c(=O)n(C)c1=O,3.0,-15,7,-3,0,-5,102,-4,102
CCOC(=O)CNC(=O)Cn1cnc2c(oc3ccccc32)c1=O,0.8,-11,-8,4,2,.,101,-8,99
O=C(CSc1nnc(NC(=O)C2CCCCC2)s1)NCc1ccco1,-2.0,1,6,-19,8,-3,108,-3,101
O=C(COc1ccccc1F)N1CCN(S(=O)(=O)/C=C/c2ccccc2)CC1,0.5,4,-2,-3,9,9,99,-5,103
COc1cc2c(cc1OC)CN(C(=O)Cc1c(F)cccc1Cl)CC2,1.1,-8,8,-26,11,9,109,-9,106
Cc1cc(/C=C2\NC(=O)N(Cc3ccc(Cl)cc3)C2=O)c(C)n1C,1.0,31,-2,-5,12,17,61,7,69
CN1CCN(C(=S)c2cn(Cc3ccccc3)c3ccccc23)CC1,-1.3,-7,-3,11,-12,-8,107,-5,105
N#C/C(=C/c1ccc2c(c1)OCO2)C(=O)NCCc1c[nH]c2ccccc12,-0.6,-19,4,0,-8,4,98,.,102
CCC(=O)Nc1ccc2nc(C3CC3)n(Cc3ccccc3)c(=O)c2c1,-2.4,-18,.,-2,0,2,.,-3,.
Cc1nc(N)c2c(Cc3cccc4ccccc34)nn(C(C)(C)C)c2n1,3.6,-19,3,.,.,.,107,-2,108
CSc1nc2sc3c(c2c(=S)[nH]1)CC(C)(C)OC3,-1.3,4,2,-18,9,6,105,-8,106
CCOc1ccccc1C(=O)Nc1cccc(-c2ccc3nncn3n2)c1,1.5,-1,-2,-33,0,6,100,-5,100
COc1ccc2cc3cc(C(=O)NCCN4CCN(c5ccccc5F)CC4)oc3nc2c1,-0.8,-13,.,0,-10,-7,.,-2,.
NC(=O)Cc1ccc(C(=O)c2ccccc2)s1,1.9,-16,-4,-4,8,7,99,-2,102
COc1ccc(OC)c(S(=O)(=O)Nc2ccc(C(C)=O)cc2)c1,-1.6,11,10,-2,1,10,111,-6,104
O=C(c1ccc([N+](=O)[O-])o1)N1CCN(Cc2ccccc2)CC1,0.7,16,-5,-4,-7,4,99,-7,97
CCOC(=O)c1nc(-c2ccc(OC)c(OC)c2)no1,0.1,-25,-3,0,0,14,101,-2,98
CC1(C)C2CCC1(CS(=O)(=O)Nc1ccc(S(=O)(=O)NC3CCCCC3)cc1)C(=O)C2 (centres undefined),0.7,-28,0,-24,-10,-5,99,-10,105
O=C(N/N=C/c1coc2ccccc2c1=O)c1cc(Br)ccc1O,0.3,8,7,-4,13,-9,108,0,103
COC(=O)CNC(=O)CN1C(=O)N(c2ccc(Cl)cc2)C(N(O)C(=O)Nc2ccc(Cl)cc2)C1(C)C (centres undefined),-1.7,-7,-10,-17,-10,5,94,-2,87
Cc1cc(C(=O)OCn2nnc3ccccc3c2=O)c(C)n1-c1ccccc1,2.3,10,2,-14,-3,-11,98,1,102
C#CC(=O)N(c1cccc(OC)c1)C(C(=O)NC1CCCC1)c1cccs1 (centres undefined),0.0,-1,2,-14,11,16,101,-7,98
O=C(CCc1nc(-c2ccccc2Cl)no1)NCc1ccco1,-1.5,12,1,-6,-8,8,101,1,105
Cc1ccc(NCC(=O)N/N=C/c2ccc(C(=O)O)cc2)cc1,0.1,2,4,-2,4,13,107,-3,107
Nc1cc(C(=O)O)ccc1Nc1ccccc1,0.9,-1,3,-32,23,10,99,-3,101
CCOC(=O)N1CCC(N2C(=O)c3ccccc3C2Nc2ccc(S(=O)(=O)N(CC)CC)cc2)CC1 (centres undefined),-0.3,6,3,-38,7,-6,100,-7,101
COc1ccc(C2CC(c3ccccc3)=NN2C(=O)COC(=O)c2ccc(Cl)nc2)cc1 (centres undefined),-0.2,1,16,-3,9,-8,125,-9,103
